Screening data deposited in PubChem BioAssay by several laboratories.
BoNT F protease – blocks Botulinum neurotoxin F light chain protease; Multiplex microsphere protease cleavage assay, flow cytometry; inhibition, % at 10 µM; 0.22% of 360,000 active; in the data active = inhibition above about 35%, passing the limit was not always enough; inconclusive = no clear call, values can overlap the other calls; note: plate controls were buffer without enzyme for full effect and enzyme alone for no effect
TcdB inh – TcdB glycohydrolase inhibition; P18177; TcdB glycohydrolase enzymatic assay, plate reader; inhibition, % at 9.99 µM; 0.24% of 350,000 active; AID 652162; in the data active = inhibition above about 10%
FadD28 binding – blocks FadD28 binding to the bisubstrate probe; fluorescence polarization; 0.22% of 360,000 active; inhibition, % at 12.5 µM; in the data active = inhibition above about 8.5%, passing the limit was not always enough; inconclusive = no clear call, values can overlap the other calls
CCHFV vOTU inh – CCHFV vOTU protease inhibition; Pep-AMC fluorescence; inhibition, % at 11.5 µM; 0.55% of 370,000 active; AID 651958; in the data active = inhibition above about 30%; note: 0% = vehicle wells with enzyme and 100% = no enzyme wells
BoNT A protease – inhibitors of Botulinum neurotoxin A light chain protease | 0.17% of 360,000 active | inhibition, % at 10 µM | multiplex microsphere protease substrate cleavage, flow cytometry; note: plate controls were buffer without enzyme for full effect and enzyme alone for no effect
Y pestis TopoI – inhibitors of Yersinia pestis topoisomerase I. Y. pestis Topo-I cleavage product accumulation, plate reader. activity, % at 10 µM. 0.064% of 360,000 active. AID 504884; in the data active = activity above about 50%, passing the limit was not always enough; inconclusive = no clear call, values can overlap the other calls; note: inactives centre near 2
Anthrax LF prot – anthrax lethal factor protease inhibition; multiplex microsphere protease cleavage assay, LF; 0.12% of 360,000 active; inhibition, % at 10 µM; P15917; note: plate controls were buffer without enzyme for full effect and enzyme alone for no effect
Target sequence (P15917 whole entry, looked up): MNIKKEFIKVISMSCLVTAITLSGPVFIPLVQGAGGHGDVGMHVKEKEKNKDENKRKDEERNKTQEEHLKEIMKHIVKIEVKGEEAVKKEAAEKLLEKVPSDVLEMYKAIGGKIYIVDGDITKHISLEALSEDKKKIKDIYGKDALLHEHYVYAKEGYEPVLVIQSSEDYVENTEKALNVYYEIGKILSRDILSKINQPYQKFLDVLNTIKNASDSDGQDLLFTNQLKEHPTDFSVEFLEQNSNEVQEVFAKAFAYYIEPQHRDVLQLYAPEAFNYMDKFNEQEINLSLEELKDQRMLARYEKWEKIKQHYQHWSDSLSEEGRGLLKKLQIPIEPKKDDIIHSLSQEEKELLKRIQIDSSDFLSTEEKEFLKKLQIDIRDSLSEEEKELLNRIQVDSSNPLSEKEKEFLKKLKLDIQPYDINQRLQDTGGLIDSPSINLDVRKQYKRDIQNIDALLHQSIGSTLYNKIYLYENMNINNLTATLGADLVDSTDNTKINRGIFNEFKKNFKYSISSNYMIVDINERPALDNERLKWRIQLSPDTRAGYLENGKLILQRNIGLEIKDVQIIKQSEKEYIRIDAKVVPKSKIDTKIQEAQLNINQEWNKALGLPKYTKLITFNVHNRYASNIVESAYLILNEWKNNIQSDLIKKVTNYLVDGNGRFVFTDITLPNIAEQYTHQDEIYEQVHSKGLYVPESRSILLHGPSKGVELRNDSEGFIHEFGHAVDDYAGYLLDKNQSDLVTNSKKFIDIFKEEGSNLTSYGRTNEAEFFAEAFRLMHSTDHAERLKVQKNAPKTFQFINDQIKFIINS
PfHsp40 yeast – compounds rescuing yeast from Plasmodium falciparum HSP40 toxicity; 0.68% of 340,000 active; S. cerevisiae expressing PfHsp40, growth rescue, ATP luminescence; growth rescue, % at 12.5 µM; in the data active = growth rescue above about 28%, passing the limit was not always enough; inconclusive = no clear call, values can overlap the other calls;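 note: yeast W303a lacking pdr1 and pdr3 grown in galactose medium; growth measured after three days at 30 °C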
PrPC TRFRET – reduces human prion protein on the cell surface | P04156 | 0.43% of 370,000 active | cell surface PrPC, TR-FRET read-out | inhibition, % at 13.8 µM; in the data active = inhibition above about 24%; note: 0% = median of the test wells and 100% = reference compound wells
* hit, by the source's call; ? = inconclusive; / = not tested or not shown. Cut-off read from the data, not from the text of the source, unless noted: active = inhibition above about 30%; inconclusive = no clear call, values can overlap the other calls; inactive = below that.

SMILES	BoNT F protease	TcdB inh	FadD28 binding	CCHFV vOTU inh	BoNT A protease	Y pestis TopoI	Anthrax LF prot	PfHsp40 yeast	PrPC TRFRET
Cc1cc(N2CCOCC2)nc(SCC(=O)c2ccc(Cl)cc2)n1	-1	/	-2.1	11	0.1	10	-1	0.2	3
Cc1cc(C)cc(N(CCC#N)C(=O)COC(=O)C2=COCCO2)c1	-2	2.0	0.2	2	-2.4	6	-3	-0.8	-3
CSc1nc(N)nc2c1ncn2CC(=O)N[C@H](CO)Cc1c[nH]c2ccccc12	-1	1.3	-4.5	3	-0.5	1	-6	0.0	-3
O=C(c1ccco1)N1CCN(c2nc3ccccc3n3nnnc23)CC1	-7	/	-1.5	3	0.0	2	-1	-1.0	-7
CC(NS(=O)(=O)c1ccccc1)C1COc2ccccc2O1 (stereo not given)	-9	/	-1.7	14	-0.2	-3	-1	0.7	-4
COCCN(Cc1cc2ccccc2[nH]c1=O)C(=O)c1ccccc1OC	-6	/	-2.1	-5	-0.8	7	2	0.6	-4
CC(=O)Nc1cc(-c2cccc(C(=O)NCCN(C)C)c2)cn2c(-c3ccccc3)cnc12	-3	3.2	-0.4	7	0.1	-1	12	/	-12
COc1cccc(/C=N/n2c(-c3n[nH]c4c3CCC4)n[nH]c2=S)c1OC	-2	5.1	-2.0	-9	0.2	-2	-3	-0.9	-2
O=C(COC(=O)/C=C/c1cccc([N+](=O)[O-])c1)Nc1ccc(Cl)cn1	-12	-0.8	-1.9	14	-1.3	-3	-5	0.3	-1
Cc1cc(OCC(=O)NCc2cccnc2)ccc1[N+](=O)[O-]	0	0.4	0.4	-2	-0.6	6	8	-1.0	-3
C[C@H](NC(=O)c1ncn(C)c1C(=O)N[C@@H](C)c1ccccc1)c1ccccc1	-1	1.2	-3.8	1	0.3	3	-6	1.1	2
CCCc1cc(=O)oc2cc(C)c3c(C)coc3c12	5	0.7	-3.9	4	0.1	12	1	1.0	1
COc1ccc(-c2nn(-c3ccccc3)cc2C(=O)N2c3ccc(C)cc3C3CN(C)CCC32)cc1 (stereo not given)	1	1.2	0.7	-8	0.5	-11	-2	-0.3	-11
O=C(CCN1CCC2CCC(C2)C1)c1ccccc1 (stereo not given)	-4	1.2	-0.9	-5	-0.3	4	-3	0.0	1
CCCNS(=O)(=O)c1ccc(CCC(=O)N2CCN(c3ccc(F)cc3)CC2)cc1	1	/	-0.8	15	-0.3	9	-2	-1.0	5
COc1ccccc1C(=O)Nc1nc(-c2ccc(S(=O)(=O)N3CCOCC3)cc2)cs1	-24	/	-5.2	-4	-2.4	33	-11	3.5	25*
COc1cc(/C=C(\C#N)C(=O)NCc2ccccc2)ccc1OCc1ccc(C(=O)O)cc1	-10	1.0	-1.3	-3	-2.5	9	-6	0.5	3
Cc1cc2ccccc2n1CCNC(=O)c1ccc(S(=O)(=O)N2CCOCC2)cc1	-128	1.0	-2.9	-16	29	5	-100	-1.4	27*
Cc1ccc(N(C(=O)CNC(=O)c2ccco2)C(C(=O)NC2CCCCC2)c2cccnc2)cc1F (stereo not given)	3	-0.6	/	0	0.1	3	-2	0.1	-1
CC12CCC(C(=O)Nc3ccccc3N3CCOCC3)(CC1=O)C2(C)C (stereo not given)	-8	/	1.0	11	-0.1	-1	2	-0.9	5
CCN(C(=O)CN1C(=O)S/C(=C\c2ccccc2Cl)C1=O)C1CCS(=O)(=O)C1 (stereo not given)	0	1.6	-0.9	-3	-0.5	29	-2	/	0
Brc1cccc(CNCC2CCCO2)c1 (stereo not given)	?	0.3	0.1	4	-9.7	16	-2	3.6	-2
CNC(=S)N1CCn2cccc2C1c1cccnc1 (stereo not given)	-2	1.4	-4.6	-8	-0.5	2	-5	-0.6	1
O=c1c2ccccc2nc(CSc2nnnn2-c2ccccc2)n1-c1cccc(C(F)(F)F)c1	4	/	-1.5	9	-0.5	0	0	-0.6	-3
Cc1nn(-c2ccccc2)c2nc(C(Cl)(Cl)Cl)[nH]c(=O)c12	-6	1.4	-6.9	0	0.1	2	-2	-0.2	3
CCO/C=N/c1c(C#N)c(CC#N)nn1-c1ccccc1	-2	/	-3.5	-3	0.4	-3	4	2.1	0
COc1ccc(S(=O)(=O)Cc2ccc(C(=O)NCc3ccccc3)o2)cc1	0	-1.6	-2.7	-1	0.5	2	0	1.1	11
O=C(COC(=O)CN1C(=O)C(=O)c2ccccc21)OCN1C(=O)c2ccccc2C1=O	-7	/	-3.3	-18	0.9	-8	-5	-1.5	-14
O=C(CCC1CCCN(C(=O)CCN2CCCCC2=O)C1)NCc1ccccc1F (stereo not given)	-1	-0.2	0.5	0	0.1	7	-2	0.9	9
COCCn1c(SCC(=O)Nc2ccc(OC)c(S(N)(=O)=O)c2)nc2ccccc2c1=O	2	0.4	-2.3	3	-0.6	2	0	1.2	-1
CC1CCCCC1NC(=O)COC(=O)c1cc(=O)c2ccccc2o1 (stereo not given)	0	0.5	-5.0	9	0.3	-2	1	-1.2	-3
CC(C)CCNc1nc(N)c([N+](=O)[O-])c(NC2CCCCC2)n1	9	0.7	-3.8	7	-1.0	4	2	0.5	9
O=C(O)c1ccccc1/C=N/NC(=O)c1cc(-c2ccco2)nc2ccccc12	-4	1.1	-7.3	-51	1.0	-18	1	1.1	-3
COc1ccc(/C=N\NC(=O)c2sccc2C)cc1Cn1nc(C)cc1C	-5	0.0	/	-3	0.2	21	1	1.7	-14
CC1(Cc2ccc3c(c2)OCO3)NC(=O)NC1=O (stereo not given)	7	/	-0.7	-16	3.4	-7	0	-0.6	5
COc1ccc(/C=N/NC(=O)c2cccc(NC(=O)c3ccc(Cl)cc3)c2)c(OC)c1	-1	/	-4.4	1	0.1	2	-2	0.4	-7
CC(=O)c1ccc2c(c1)Cc1cc(C(C)=O)ccc1-2	-7	/	-2.8	-3	0.4	0	-1	0.1	14
CCNc1nc(NC(C)C)nc(SCCOC(=O)c2ccccc2)n1	0	-9.6	-3.0	20	0.2	15	-3	0.1	3
O=C(NCC(c1ccco1)N1CCCC1)c1sc2cc(F)ccc2c1Cl (stereo not given)	-7	5.4	-0.6	-8	0.1	-6	-1	1.9	-2
COc1cc(C(N)=O)cc(Br)c1OCc1ccccc1	1	1.7	-20	-11	0.2	2	2	0.7	-2
COc1cccc(C2C(C(=O)Nc3nc4ccccc4s3)=C(C)NC3=C2C(=O)CC(C)(C)C3)c1OC (stereo not given)	-1	/	-1.6	4	0.7	-7	2	0.9	5
Cc1cc(C)c2nc3sc(=Cc4ccc(-c5ccccc5C(=O)O)o4)c(=O)n3c2c1	6	0.6	2.1	0	0.1	-4	6	/	6
COc1ccc(-c2csc3ncnc(N4CCN(S(=O)(=O)c5ccc(C)cc5)CC4)c23)cc1	2	2.4	-2.5	-5	0.8	19	4	0.4	-3
CCCCC1=CC2=CC(=O)C(C)(OC(=O)CC)C(=O)C2=CN1CCc1c[nH]c2ccccc12 (stereo not given)	-42	-0.4	0.7	0	0.9	3	-22	0.1	-4
Cc1cccc(-n2c(=O)[nH]c3c(C(N)=O)nc(C(C)C)nc32)c1	-6	/	-1.6	-23	2.0	-4	-9	0.5	-6
Cn1ccnc1SCCNC(=O)C1CCC(=O)N(Cc2ccc(Cl)cc2)C1 (stereo not given)	-5	-0.1	0.7	7	-2.7	14	0	0.5	0
Cc1cc(-c2ccccc2C(=O)O)on1	2	/	-2.2	-21	1.8	-1	3	-1.4	-4
CCc1ccccc1N(CC(=O)N1CCCCCC1)S(C)(=O)=O	3	1.4	-4.7	1	-0.9	-1	1	-1.5	-1
CC(C)(C=O)Cc1cc(C(C)(C)C)c(O)c(C(C)(C)C)c1	-8	0.8	-5.9	1	-0.2	9	-6	1.1	-2
Cc1cccc(Cl)c1NC(=S)N1CCN(c2ccc([N+](=O)[O-])cn2)CC1	2	0.2	-2.5	2	0.2	6	0	-0.7	-17
O=C(NCc1ccco1)C(Cc1ccccc1)NS(=O)(=O)c1cccc2nsnc12 (stereo not given)	-5	/	-2.7	0	0.8	-2	-1	-0.9	-27
Cc1ccccc1NC(=O)NC1(C(=O)NCCCN2CCOCC2)CCCCC1	0	/	-1.0	2	0.4	-7	1	-0.8	-7
C=CCn1c(CNC(=O)c2cccs2)nnc1SCC(=O)Nc1ccc(C(=O)O)cc1	0	/	-2.8	-3	?	1	-5	1.9	8
Cn1c(=O)[nH]c(=O)c2c1nc(CN(Cc1ccccc1)Cc1ccccc1)n2CCN1CCOCC1	-6	/	-0.3	-7	-0.5	32	-3	1.0	3
Cn1c(N)c(C(=O)COC(=O)Cc2ccc(Cl)cc2)c(=O)n(C)c1=O	10	2.1	-3.7	0	0.8	0	0	-0.6	-1
Cc1ccc(OCC(=O)O/N=C(\N)c2cccc([N+](=O)[O-])c2)cc1C	?	1.7	0.3	8	?	3	-10	-1.5	0
O=C(O)c1ccc(-c2ccc(/C=C3\NC(=O)N(Cc4ccc(Cl)cc4)C3=O)o2)cc1Cl	1	-1.7	16*	-6	-0.3	1	-10	-0.1	-9
Cc1c(Cl)ccc2c(C(O)CBr)cc(-c3ccccc3)nc12 (stereo not given)	-7	1.6	-11	11	0.4	-17	-1	12	0
CCCN1CNc2c(c(=O)[nH]c(=S)n2-c2ccc(Cl)cc2)C1	0	-0.6	-1.4	-12	-0.7	3	-4	0.7	-27
COc1cc(/C=C(/C(=O)c2cccs2)c2nc3ccccc3[nH]2)cc(OC)c1O	-3	/	-6.7	0	-0.6	-1	6	-0.1	-26

Full records, looked up by structure:
COc1ccc(/C=N/NC(=O)c2cccc(NC(=O)c3ccc(Cl)cc3)c2)c(OC)c1 in the list: BoNT F protease = -1; TcdB inh = /; FadD28 binding = -4.4; CCHFV vOTU inh = 1; BoNT A protease = 0.1; Y pestis TopoI = 2; Anthrax LF prot = -2; PfHsp40 yeast = 0.4; PrPC TRFRET = -7
CCCNS(=O)(=O)c1ccc(CCC(=O)N2CCN(c3ccc(F)cc3)CC2)cc1 in the list: BoNT F protease = 1; TcdB inh = /; FadD28 binding = -0.8; CCHFV vOTU inh = 15; BoNT A protease = -0.3; Y pestis TopoI = 9; Anthrax LF prot = -2; PfHsp40 yeast = -1.0; PrPC TRFRET = 5
CCO/C=N/c1c(C#N)c(CC#N)nn1-c1ccccc1 in the list: BoNT F protease = -2; TcdB inh = /; FadD28 binding = -3.5; CCHFV vOTU inh = -3; BoNT A protease = 0.4; Y pestis TopoI = -3; Anthrax LF prot = 4; PfHsp40 yeast = 2.1; PrPC TRFRET = 0

Next section
SMILES	BoNT F protease	TcdB inh	FadD28 binding	CCHFV vOTU inh	BoNT A protease	Y pestis TopoI	Anthrax LF prot	PfHsp40 yeast	PrPC TRFRET
COc1ccc(C(C#N)(CC(=O)O)c2cnccn2)cc1OC (stereo not given)	-5	0.8	0.2	-5	-0.2	-7	0	0.7	-6
C[C@]12CCC(=O)C=C1C=C[C@@H]1[C@@H]2CC[C@@]2(C)[C@H]1CC[C@@]21CCC(=O)O1	15	1.1	-0.6	4	2.0	5	-2	-1.5	-1
O=[N+]([O-])c1cccc(-c2nnc(C34CC5CC(CC(C5)C3)C4)o2)c1	-30	/	-1.2	3	-1.8	11	-1	-1.1	14
O=C(NC(=S)Nc1ccc(F)c([N+](=O)[O-])c1)c1ccccc1F	-4	0.5	-0.3	8	-0.7	-1	-4	0.4	-27
Cc1cc(C(=O)N(C)CC(=O)Nc2ccccc2C(F)(F)F)c(C)o1	3	/	0.7	3	0.3	-4	-4	-1.0	0
O=C1CSC(c2cn(-c3ccccc3)nc2-c2cc3ccccc3oc2=O)N1Cc1ccccc1 (stereo not given)	-5	/	-4.8	7	0.0	21	-4	-1.6	-1
COc1ccc(/C=C/C(=O)OCC(=O)NCc2ccco2)cc1OC	-2	/	-3.2	6	-0.1	6	0	-0.3	-2
CC(C)N(C)c1ncnc2c1ncn2[C@H]1CN(CCN2CCOCC2)C[C@@H](CO)O1	-4	0.1	0.3	-6	-0.2	8	-2	/	-1
